# Compound activity deposited in PubChem by several laboratories.
# DNMT1 block = inhibitors of human DNMT1 | 0.83% of 360,000 active | inhibition (reported as % activation of signal), % at 10 µM | DNMT1 molecular beacon, Hinp1I cleavage, fluorescence; in the data active = inhibition above about 50%
# SUMO1-SIM PPI = alters human SUMO1 binding to SIM partners; SUMO1 binding to a labelled peptide, TR-FRET, 1 h; inhibition, % at 20 µM; 0.33% of 360,000 active; AID 602429; in the data active = inhibition above about 37%
# Target sequence (P63165 whole entry, looked up): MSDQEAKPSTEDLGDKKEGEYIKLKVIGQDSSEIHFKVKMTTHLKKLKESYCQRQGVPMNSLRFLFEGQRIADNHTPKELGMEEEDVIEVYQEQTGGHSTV
# CSN inh = inhibitors of human CSN-mediated cullin deneddylation; Q92905; Purified CSN, SCF-Nedd8-OG deneddylation, fluorescence polarization; inhibition, % at 12.5 µM; 0.38% of 360,000 active;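 active = pattern-corrected inhibition above about 35%, with an unprinted fluorescence ratio check between 0.5 and 1.5, limit read from the data, passing the limit was not always enough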;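 note: 0% = enzyme with substrate and 100% = substrate without enzyme; some results filed as inactive read as strong as hits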
#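 Assay system: HEK293T-derived human Csn5 enzyme; quantity: 0.24 nM enzyme; medium: Tris/NaCl/DTT buffer, pH 7.5; also added: substrate SCFSkp2-Nedd8OG, 10 nM; doses: 12.5 µM compound; schedule: 90 min reaction at room temperature; signal: FP; read-out: % inhibition of substrate cleavage by Csn5; benchmarks: substrate-only high control, full reaction low control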
# PABP1 MLLE inh = blocks PAM2 peptide binding to the PABP1 MLLE domain; GST-MLLE / FITC-PAM2 fluorescence polarization; inhibition, % at 20 µM; 0.36% of 360,000 active; AID 588489; in the data active = inhibition above about 35%, passing the limit was not always enough;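 note: plate controls were DMSO wells with GST-MLLE for no effect and wells lacking GST-MLLE protein for full effect; some results filed as inactive read as strong as hits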
# Target sequence (P11940 whole entry, looked up, the tested form may be a part): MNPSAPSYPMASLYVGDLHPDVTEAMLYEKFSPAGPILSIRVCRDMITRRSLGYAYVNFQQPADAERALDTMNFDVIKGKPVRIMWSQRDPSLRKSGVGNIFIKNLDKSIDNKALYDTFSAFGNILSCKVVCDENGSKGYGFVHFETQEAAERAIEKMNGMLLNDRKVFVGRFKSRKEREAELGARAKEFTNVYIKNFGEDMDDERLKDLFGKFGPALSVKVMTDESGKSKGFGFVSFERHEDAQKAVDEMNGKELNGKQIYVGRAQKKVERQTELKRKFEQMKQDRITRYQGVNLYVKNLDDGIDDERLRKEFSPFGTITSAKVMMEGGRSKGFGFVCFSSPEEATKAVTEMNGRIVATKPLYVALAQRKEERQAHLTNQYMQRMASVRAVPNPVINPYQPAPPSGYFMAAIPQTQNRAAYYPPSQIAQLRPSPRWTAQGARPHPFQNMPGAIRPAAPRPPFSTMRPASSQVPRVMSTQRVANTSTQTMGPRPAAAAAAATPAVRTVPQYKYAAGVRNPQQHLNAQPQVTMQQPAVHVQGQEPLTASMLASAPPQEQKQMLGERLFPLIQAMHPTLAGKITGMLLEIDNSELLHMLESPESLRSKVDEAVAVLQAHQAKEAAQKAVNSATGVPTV
# STEP block = inhibitors of human striatal-enriched phosphatase STEP; P54829; recombinant STEP, OMFP fluorogenic substrate, fluorescence; inhibition, % at 20 µM; 0.25% of 360,000 active;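 active = inhibition at 20 µM, scaled per plate between control wells, above about 37%, limit read from the data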;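 note: 0% = DMSO with enzyme and substrate and 100% = substrate only without enzyme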
#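 material = STEP tyrosine phosphatase | reagent = fluorogenic phosphatase substrate OMFP at 25 µM final | doses = single compound dose of 20 µM, 1% DMSO final | schedule = 20 min reaction, room temperature, in the dark | measured by = fluorescence, 480/540 nm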
# Scp-1 inhibitor = inhibitors of human Scp-1 phosphatase. Q9GZU7. Recombinant Scp1, phosphopeptide, malachite green phosphate absorbance. AID 493091. 0.88% of 340,000 active. inhibition, % at 20 µM;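 active = inhibition above about 50% at 20 µM, limit read from the data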;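 note: plate controls were DMSO wells with enzyme for no effect and wells lacking enzyme for full effect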
# Target sequence (Q9GZU7 76-261 limits assumed): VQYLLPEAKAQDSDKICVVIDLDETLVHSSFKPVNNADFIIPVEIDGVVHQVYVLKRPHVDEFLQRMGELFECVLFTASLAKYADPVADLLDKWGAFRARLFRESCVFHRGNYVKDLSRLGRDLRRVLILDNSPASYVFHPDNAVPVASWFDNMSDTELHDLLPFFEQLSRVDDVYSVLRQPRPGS
#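 assay system = SCP-1 phosphatase catalytic domain, residues 76-261 | buffer or medium = 50 mM Tris acetate pH 5.5, 0.005% Tween-20, 10 mM MgCl2 | incubation = enzyme reaction 45 min at room temperature, colour 5 min, stabilisation 30 min | signal = Phosphate-binding colour reagent, absorbance read at 630 nm | measure = % inhibition at 20 µM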
# NadD inh = inhibitors of Staphylococcus aureus NadD | purified NadD enzyme, colorimetric absorbance read-out | inhibition, % at 20 µM | 0.78% of 360,000 active; in the data active = inhibition above about 26%; note: some compounds past the cut are filed as inactive
# Tb MetRS inh = Trypanosoma brucei MetRS inhibition; purified T. brucei MetRS, ATP depletion, Kinase-Glo luminescence; inhibition, % at 11.9 µM; 0.4% of 360,000 active;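 active = inhibition above a per-plate cutoff of the control wells' mean inhibition plus 3 SD, cut at about 5.5% in these data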;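 note: 0% = DMSO wells median and 100% = median of wells with control inhibitor compound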
#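 Test system: purified T. brucei MetRS enzyme. Also added: ATP, methionine and E. coli bulk tRNA substrates. Compound: 11.9 µM single point. Schedule: 15 min enzyme-compound preincubation, 2 h reaction, 10 min detection, 25 °C. Signal: luciferase luminescence of residual ATP, Kinase-Glo. Evaluation: percent inhibition versus plate control medians. Controls: DMSO wells, low control.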
# Rpn11 block = blocks the human proteasome subunit Rpn11. human 26S proteasome, Ub4-pepOG fluorescence polarization; 20S core pre-blocked with epoxomicin. calls only at 20 µM. 0.59% of 360,000 active. AID 588493;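 active = inhibition at 20 µM, scaled to each plate's controls, above about 33%, limit read from the data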
# LMPTP block = blocks human LMPTP phosphatase. recombinant LMPTP-A, OMFP fluorogenic substrate, fluorescence intensity. inhibition, % at 20 µM. 0.22% of 360,000 active;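 active = compounds that cut the enzyme signal by at least half of the control window in the single-dose screen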;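 note: plate controls were DMSO wells with enzyme plus substrate for no effect and substrate without enzyme for full effect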
# Target sequence (P24666 whole entry, looked up): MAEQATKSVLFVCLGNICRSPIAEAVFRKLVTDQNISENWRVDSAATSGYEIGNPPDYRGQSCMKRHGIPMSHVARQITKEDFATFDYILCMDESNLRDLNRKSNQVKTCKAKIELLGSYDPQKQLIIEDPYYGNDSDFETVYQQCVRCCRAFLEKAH
#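 Buffer or medium: Bis-Tris pH 6.0, DTT, detergent; Assay system: LMPTP-A enzyme; Quantity: 0.625 nM enzyme; Detection: endpoint fluorescence intensity; Times: 50 min dark incubation at room temperature; Controls: substrate-only low control, DMSO enzyme-plus-substrate high control; Doses: single 20 µM dose; Read-out: percent inhibition versus substrate-only and uninhibited controls; Reagent: 400 µM OMFP.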
# Active calls of the source: *; i = inactive; . = no result given; + = active, no number.
Tb MetRS inh	LMPTP block	Scp-1 inhibitor	SUMO1-SIM PPI	DNMT1 block	Rpn11 block	CSN inh	STEP block	PABP1 MLLE inh	NadD inh	Molecule
-0.2	-0.8	-2.7	-6.1	-2.0	i	-1.8	2.5	5.8	-2.1	CCCSc1ccc([C@@H]2[C@H]3C(=O)N(CC)C(=O)[C@H]3[C@]3(C(=O)OC)CCCN23)cc1
12.7*	-0.3	-2.7	10.2	-0.5	i	-14.9	-3.8	-40.9	0.3	O=C(COC(=O)CCCSc1nc2ccccc2[nH]1)Nc1ccc(Cl)cc1
-0.6	1.6	4.3	-6.0	-5.9	+	12.7	-2.4	-87.4	5.3	CC(C)c1ccc(N=C2NN=C(c3cccs3)CS2)cc1
-0.4	0.5	0.7	-1.9	1.2	i	1.0	-1.2	-10.7	-4.1	O=C(c1cccc(Oc2ccccc2)c1)N1CCN(c2ccccn2)CC1
-0.3	1.9	9.1	-12.1	11.0	i	-0.5	7.5	0.0	4.9	CCOc1cc(/C=N/NC(=O)c2ccncc2)ccc1OC(=O)c1ccco1
-0.9	0.7	7.0	-2.4	-5.1	i	1.3	0.6	-0.1	-5.2	CC(C)CC(c1nnnn1CC1CCCO1)N1CCN(c2cccc(Cl)c2)CC1 (stereo not drawn)
-0.3	0.3	-4.9	-1.1	0.1	i	-3.3	-2.9	5.4	-3.9	COc1cccc(CNC(=O)CCC2CCCN(C3CCOCC3)C2)c1 (stereo not drawn)
-1.0	-0.4	-2.6	-1.6	-0.3	i	-3.1	0.4	2.8	-5.1	CS(=O)(=O)N(C(=O)NC(=O)NC12CC3CC(CC(C3)C1)C2)C1CCCCC1
-0.8	-1.0	-2.0	-4.1	-3.1	i	2.0	-4.1	-4.4	2.8	CCOc1cc(C(=O)NC(C)CC)cc(OCC)c1OCC (stereo not drawn)
-0.2	0.7	-3.3	-1.1	9.8	i	-2.5	-0.9	-9.1	-1.2	O=C(C1CCN(S(=O)(=O)N2CCOCC2)CC1)N1CCN(c2ccccc2F)CC1
-0.2	0.7	-26.8	4.4	0.9	i	-1.8	-0.4	-3.9	-3.2	COc1ccccc1S(=O)(=O)Cc1ccc(C(=O)NCc2ccccc2)o1
-0.3	-0.1	7.0	-19.9	1.8	i	-1.1	1.8	7.8	-7.6	Cc1ccc([N+](=O)[O-])cc1NC(=S)NCCc1ccccc1
-0.3	-1.5	-4.4	2.6	-3.5	i	-1.4	-4.8	11.6	-1.2	Cc1ccc(-c2nnc(SCC(=O)Nc3cccc(C(=O)N4CCOCC4)c3)n2C)cc1
-1.2	-0.2	3.7	0.9	3.6	i	-11.2	-3.5	-11.8	-1.5	CC(CC(=O)N1CCN(c2ccccc2)CC1)c1ccccc1 (stereo not drawn)
-0.3	1.5	2.6	0.1	6.3	i	2.5	-0.9	5.5	6.6	O=C(OCc1ccc2c(c1)OCO2)c1ccc(S(=O)(=O)N2CCCCC2)cc1
0.6	0.9	-8.4	16.3	-3.3	i	-3.8	1.0	0.1	9.2	Cc1cc(C(F)(F)F)n(-c2nc(C(=O)NNS(=O)(=O)c3ccccc3[N+](=O)[O-])cs2)n1
-0.2	-0.4	-4.6	-0.5	0.9	i	1.6	0.8	-30.1	1.4	CC(C)=CC(=O)OCc1csc(CC(=O)Nc2ccccc2C)n1
-0.8	0.3	-16.9	8.6	-1.9	i	2.5	1.0	-2.5	-0.6	COc1ccc(NC(=O)Cn2c(=O)n(-c3ccc(OC)cc3OC)c(=O)c3c(C)c(C)sc32)cc1
-0.2	-1.3	-3.0	-5.6	-2.2	i	-2.1	2.7	-8.8	-7.8	CN1CCN(C(=O)C2=C[C@@H](c3ccc(C(F)(F)F)cc3)C[C@@H](OCc3ccc(CO)cc3)O2)CC1
0.3	-0.6	0.1	-5.1	-4.5	i	-0.1	-1.3	-8.3	2.9	Nn1cnnc1N/N=C/c1ccc(F)cc1
0.0	1.1	-6.0	4.2	18.2	i	8.4	0.4	-24.2	0.4	COCCn1c(C)nc2oc3ccc(Br)cc3c(=O)c2c1=O
-0.5	-0.1	1.1	-1.1	0.4	i	0.9	5.0	1.5	1.6	O=C(NC1=NC2CCCCC2N1)c1ccccc1 (stereo not drawn)
0.7	3.1	-0.9	19.5	-1.8	i	0.0	2.5	3.7	4.3	Cc1ccc(S(=O)(=O)c2nnn3c2nc(N2CCC(C(N)=O)CC2)c2ccccc23)cc1C
-0.9	-0.6	-5.3	-3.5	-0.1	i	5.0	-0.2	-4.4	-3.7	Cc1ccc(C(=O)N/C(=C/c2ccco2)C(=O)N2CCCCCC2)cc1
-0.1	1.3	99.5*	-1.1	-2.6	i	-6.4	1.4	-110.6	10.2	CCCCN(C(=O)c1cnccn1)c1c(N)n(CCC)c(=O)[nH]c1=O
0.6	-0.2	-6.0	-4.8	-8.6	i	-0.5	-5.3	6.3	-0.3	COCCn1c(C)cc(C(=O)COC(=O)c2ccc(N3CCCC3=O)cc2)c1C
-0.4	0.9	9.1	-11.9	2.5	i	-3.7	-2.5	-23.1	-1.4	O=C(O)c1ccc(N/N=C/c2cccc3nccnc23)cc1
-1.2	-0.5	-0.9	-9.7	0.6	i	4.0	0.4	-2.3	-7.1	CSc1ccc(/C=N/NC(=O)C[n+]2ccccc2)cc1
-0.5	4.8	-3.4	1.8	16.0	+	31.2	0.8	1.0	-5.1	COc1ccccc1-c1cc(C(=O)Nc2cc(C)nn2-c2ccccc2)no1
-0.8	-0.6	4.0	-0.4	-2.0	i	-1.1	2.7	6.8	-3.1	CCn1cc(C2C3=C(CC(C)(C)CC3=O)N(c3ccc(C)cc3)C3=C2C(=O)CC(C)(C)C3)c(C)n1
-0.6	-0.2	-3.2	1.6	-0.7	i	-0.2	1.0	18.4	15.1	CC12COC3(P(=O)(c4ccccc4)c4ccccc4)CC1CCC23CP(=O)(c1ccccc1)c1ccccc1 (stereo not drawn)
-0.2	3.3	-18.9	7.1	-6.6	i	-1.1	1.3	9.9	-1.8	Cc1nc(C(=O)Nc2ccc(Cl)cc2)sc1C1(C)CC(c2ccccc2)=NO1 (stereo not drawn)
-0.1	-0.4	-0.7	0.7	2.9	i	-0.3	-6.7	5.1	6.8	Cc1cc(=O)oc2cc3c(cc12)OCCO3
-0.2	1.3	-16.9	-12.4	-1.7	i	1.9	-0.7	-9.6	5.8	Cc1nn2c(C)c(C(=O)Nc3ccccc3)cnc2c1-c1ccccc1
0.1	0.3	4.9	-0.1	-0.1	i	-2.6	0.9	5.8	9.6	CCn1c(SCC(=O)N2c3ccccc3CCc3ccccc32)nnc1-c1ccc(OC)cc1
0.3	2.4	0.7	-8.1	-2.5	i	-3.2	1.3	5.6	1.8	COc1ccccc1CN(C)C(=O)c1cc(-c2cc(OC)c(OC)c(OC)c2)nc2ccccc12
-0.6	-1.7	1.0	-3.5	-0.9	i	4.7	-0.4	-7.9	0.6	CC1Cc2ccccc2N1C(=O)Cn1cnc2ccccc2c1=O (stereo not drawn)
-0.1	-1.2	-3.9	-1.9	-0.3	i	0.1	-4.2	9.7	4.4	CCOCCCNC(=O)CCC(=O)NNc1nc2ccccc2c2nc(C)nn12
-0.4	-1.7	-4.4	-1.5	0.4	i	-4.6	-2.2	-17.0	-7.0	CNC[C@H]1Oc2c(NS(=O)(=O)c3ccccc3)cccc2C(=O)N([C@H](C)CO)C[C@@H]1C
-0.2	3.5	-11.4	2.8	21.9	i	0.2	2.0	24.9	15.5	COc1ccc(OC)c(N/C(=N/C(=S)Nc2ccccc2)Nc2nc(C)cc(C)n2)c1
-1.3	-1.8	0.3	-0.6	-2.2	i	0.8	1.3	-6.5	0.0	O=C(Nc1ccc(Cl)cc1)Nn1cnnc1
-0.3	3.1	-1.1	-22.4	-12.3	i	0.7	0.7	0.4	1.6	COc1ccc(Nc2nnc(-c3ccc(N4CCOCC4)c([N+](=O)[O-])c3)c3ccccc23)cc1
0.9	-0.4	.	2.7	3.6	i	5.4	-2.3	6.9	-5.1	COc1ccc(C(=O)Nc2ccc3nc4n(c(=O)c3c2)CCCCC4)cc1OC
-0.4	-1.5	-4.3	1.1	0.5	i	3.1	-3.5	17.9	-2.4	Cc1ccc(C(=O)Nc2cccc(C(=O)NCc3ccccc3)c2)o1
-0.6	0.5	2.9	10.8	-2.6	i	-3.4	9.0	12.4	-1.7	COC(=O)c1c(NC(C)=O)sc(C(=O)Nc2ccccc2OC)c1C
0.3	-1.5	-4.2	1.3	1.5	i	1.1	-1.4	14.5	1.0	CCn1cc(CNC(=O)C2CCC(=O)N(CCc3cccc(F)c3)C2)cn1 (stereo not drawn)
0.2	0.5	-10.2	1.8	-4.0	i	5.1	-0.2	-1.2	-19.4	O=C(COC(=O)c1ccccc1C(=O)c1ccc(Cl)cc1)NCc1ccccc1
-0.8	0.8	11.8	-4.4	-0.2	i	9.1	-2.7	-13.5	11.6	CC(=O)c1c(N2CCN(Cc3ccccc3)CC2)nc(=S)n(Cc2ccccc2)c1C
-1.3	-0.6	-4.6	2.0	-0.8	i	-9.3	-1.4	-1.5	5.8	COc1ccc(C(=O)NCC(c2ccc(F)cc2)N2CCOCC2)cc1S(=O)(=O)N1CCCC1 (stereo not drawn)
0.1	17.4	-4.6	-11.1	1.3	i	-8.3	2.7	17.7	4.5	Oc1cccc2ccc[n+](CC(O)Cn3c4ccccc4c4ccccc43)c12 (stereo not drawn)
-0.5	6.4	34.9	-7.2	23.1	i	39.5*	7.8	-2.4	31.9*	Cc1ccc(-c2cc(C(=O)N/N=C/c3ccc([N+](=O)[O-])o3)c3ccccc3n2)o1

# Quoted at random: 3 records from the list
Tb MetRS inh	LMPTP block	Scp-1 inhibitor	SUMO1-SIM PPI	DNMT1 block	Rpn11 block	CSN inh	STEP block	PABP1 MLLE inh	NadD inh	Molecule
-0.8	-1.0	-2.0	-4.1	-3.1	i	2.0	-4.1	-4.4	2.8	CCOc1cc(C(=O)NC(C)CC)cc(OCC)c1OCC (stereo not drawn)
-0.9	-0.6	-5.3	-3.5	-0.1	i	5.0	-0.2	-4.4	-3.7	Cc1ccc(C(=O)N/C(=C/c2ccco2)C(=O)N2CCCCCC2)cc1
-0.8	0.8	11.8	-4.4	-0.2	i	9.1	-2.7	-13.5	11.6	CC(=O)c1c(N2CCN(Cc3ccccc3)CC2)nc(=S)n(Cc2ccccc2)c1C
